NCOA1 inh – SRC1 coactivator transcriptional activity inhibitors, primary screen, cell-based, luminescence. Nuclear receptor coactivator 1 (Homo sapiens), Q15788. HEK293 GAL4-SRC1 luciferase reporter. inhibition, % at 3.6 µM. actives 0.12% (n = 360,000). AID 588354, 2011;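 active = inhibition above the campaign mean plus 3 SD, with each screening campaign given its own cutoff, cut at about 60% in these data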;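 also: 0% = DMSO treated cells and 100% = gossypol at 36 µM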
NCOA2 inhibitor – inhibition of GAL4-SRC2 driven luciferase reporter, primary screen, SRC2 inhibitor project, cell-based, luminescence; HEK293 GAL4-SRC2 luciferase reporter; Nuclear receptor coactivator 2 (Homo sapiens), Q15596; actives 0.17% (n = 370,000); inhibition, % at 9 µM; AID 651957, 2012;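 active = inhibition above the mean inhibition of all tested compounds plus 3 SD, set per campaign, cut at about 52% in these data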;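 also: 0% = DMSO treated cells and 100% = cells given Gossypol at 36 µM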
EBV LMP1 NFkB – EBV LMP1-driven NF-kappaB luciferase reporter inhibitors, primary screen, cell-based, luminescence, single point; actives 0.69% (n = 350,000); inhibition, % at 12.5 µM; LMP1-induced NF-kappaB luciferase reporter cells; in the data active = inhibition above about 41%;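 also: 0% = neutral control wells and 100% = reference inhibitor control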
NOD2 RIPK2 PPI – NOD2-RIPK2 binding disruptors in cells, primary screen, fluorescence, CHO cells, BLA complementation; AID 624267, 2012; actives 0.38% (n = 360,000); Receptor-interacting serine/threonine-protein kinase 2 (Homo sapiens), O43353; CCF4 ratio; inhibition, % at 4.98 µM; in the data active = inhibition above about 21%;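 also: 0% = vehicle only and 100% = reference blocker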
Target sequence (O43353 whole entry, looked up): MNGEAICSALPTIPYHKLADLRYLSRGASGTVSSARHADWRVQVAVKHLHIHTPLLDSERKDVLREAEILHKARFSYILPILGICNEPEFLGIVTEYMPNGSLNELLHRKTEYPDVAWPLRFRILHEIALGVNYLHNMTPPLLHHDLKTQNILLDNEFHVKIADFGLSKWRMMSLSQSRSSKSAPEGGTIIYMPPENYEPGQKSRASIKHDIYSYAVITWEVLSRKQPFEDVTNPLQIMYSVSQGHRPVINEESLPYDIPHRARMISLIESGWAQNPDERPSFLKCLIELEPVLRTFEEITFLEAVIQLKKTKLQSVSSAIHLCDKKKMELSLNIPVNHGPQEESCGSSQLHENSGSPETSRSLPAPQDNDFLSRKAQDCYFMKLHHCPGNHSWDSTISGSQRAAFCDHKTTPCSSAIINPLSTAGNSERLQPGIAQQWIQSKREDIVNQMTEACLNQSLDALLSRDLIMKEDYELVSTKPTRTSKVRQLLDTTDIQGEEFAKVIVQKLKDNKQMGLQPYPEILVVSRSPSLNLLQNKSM
TROY NFkB inh – inhibitors of TROY-driven NF-kB signaling, primary screen, Q293 LMP1-TROYcd cells, NF-kB luciferase, uHTS | Q293 LMP1-TROYcd NF-kB luciferase reporter, 4 h | inhibition, % at 10 µM | actives 0.98% (n = 360,000) | AID 1347056, 2019;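 active = compounds whose plate-normalised and pattern-corrected inhibition of the luciferase reporter signal at the single screening dose is 50% or more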
C8 TRAIL sens – viability loss with TRAIL in NB7+C8 cells, primary screen, TRAIL sensitizer project, cell-based, ATPlite luminescence; inhibition (viability loss, TRAIL sensitization), % at 10 µM; actives 1% (n = 360,000);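 active = compounds causing at least 50% loss of cell viability in the single-dose screen, relative to plate controls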
TLR9-MyD88 inh – inhibitors of TLR9-MyD88 association in cells, primary screen, cell-based, CHO, BLA complementation, fluorescence; actives 0.21% (n = 340,000); CCF4 FRET ratio; inhibition, % at 4.98 µM;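 active = inhibition above the mean over all tested compounds plus 3 SD, cut at about 21% in these data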;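 also: 0% = DMSO only wells and 100% = clavulanate BLA inhibitor control wells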
SRC3 inh – SRC3 coactivator transcriptional activity inhibitors, primary screen, cell-based, luminescence | HEK293 GAL4-SRC3 luciferase reporter | inhibition, % at 3.6 µM | actives 0.17% (n = 360,000) | AID 588352, 2011;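 active = inhibition above a per-campaign cutoff, the mean of all compounds plus 3 SD, cut at about 60% in these data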;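 also: 0% = DMSO-treated cells and 100% = gossypol-treated cells at 36 µM; higher means less SRC3-driven luciferase light from the GAL4 reporter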
COUP-TFII inh – NR2F2 transcriptional activity inhibitors, primary screen, cell-based, luciferase reporter, HEK293T, luminescence | AID 686940, 2013 | inhibition, % at 8.6 µM | actives 0.7% (n = 370,000) | HEK293T NGFI-A luciferase reporter;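 active = inhibition above a per-plate cutoff, mean inhibition of test wells between control levels plus 3 SD, cut at about 38% in these data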;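 also: cells cotransfected with COUP-TFII expression vector driving the NGFI-A reporter; 0% = median of COUP-TF2 test wells and 100% = reporter-only cells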
Target sequence (P24468 whole entry, looked up): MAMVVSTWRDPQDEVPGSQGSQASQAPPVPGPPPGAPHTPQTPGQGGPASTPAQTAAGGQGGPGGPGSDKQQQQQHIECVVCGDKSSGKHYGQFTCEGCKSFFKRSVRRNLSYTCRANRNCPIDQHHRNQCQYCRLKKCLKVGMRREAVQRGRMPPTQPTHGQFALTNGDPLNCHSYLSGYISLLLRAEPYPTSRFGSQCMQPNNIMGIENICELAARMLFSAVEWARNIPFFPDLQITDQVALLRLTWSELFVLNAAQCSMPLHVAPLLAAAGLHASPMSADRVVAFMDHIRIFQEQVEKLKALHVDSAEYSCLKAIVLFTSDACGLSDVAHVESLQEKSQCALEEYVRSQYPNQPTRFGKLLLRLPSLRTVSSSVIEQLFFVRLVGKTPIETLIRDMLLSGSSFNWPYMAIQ
NR5A2 inv ag – LRH-1 (NR5A2) inverse agonists, primary screen, cell-based, luminescence, HEK293T, StAR-luciferase reporter; LRH-1 transfected, 24 h; inhibition, % at 3.6 µM; actives 0.13% (n = 360,000); AID 602396, 2012;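 active = inhibition above the mean inhibition of all tested compounds plus 3 SD, cut at about 73% in these data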;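 also: 0% = DMSO wells and 100% = reporter-only cells lacking LRH-1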
TWEAK-Fn14 inh – inhibitors of TWEAK-Fn14 signaling, primary screen, luciferase reporter cells, uHTS | AID 1159606, 2016 | TWEAK-stimulated Fn14 reporter cells, luciferase luminescence, 8 h | actives 2% (n = 360,000) | inhibition, % at 10 µM; in the data active = inhibition above about 50%
Numbers without * were called inactive; . = no result given. These rows are one share of the data. The share of hits here may be higher or lower than overall.

Below each compound: NCOA1 inh	NCOA2 inhibitor	EBV LMP1 NFkB	NOD2 RIPK2 PPI	TROY NFkB inh	C8 TRAIL sens	TLR9-MyD88 inh	SRC3 inh	COUP-TFII inh	NR5A2 inv ag	TWEAK-Fn14 inh
CC1(C(=O)N2Cc3ccccc3C2)CCN1C(=O)C1(c2ccc(Cl)cc2)CC1 (configuration not stated)
 : 14	7	.	-2	14	4	.	13	22	20	2
CCC(=O)NCCc1nc2ccccc2n1Cc1ccccc1
 : 4	2	-2	-2	-40	0	-6	12	-6	4	-9
COc1ccccc1CCN=C(N)NS(=O)(=O)c1cc(F)ccc1F
 : -8	5	-1	6	22	0	-17	7	0	-10	8
COCCNc1nc(NCCN2CCNC2=O)c2sccc2n1
 : 7	0	.	-5	-2	-8	.	8	-1	17	-1
Cc1ccc(/C=C2\SC(=S)N(CCC(=O)NCCCN3CCOCC3)C2=O)cc1
 : 5	3	6	1	-25	4	-4	-23	8	-18	-2
Nc1ccc(/C=C/c2ccc3ncccc3c2)cc1
 : -82	6	-16	0	-17	47	1	-71	-29	-94	34
COc1ccccc1/C=N/OCc1cc(C(C)=O)ccc1OC
 : 1	-6	-8	-3	-24	17	-6	3	19	12	-26
CCCC(=O)Nc1cc(Cl)ccc1C
 : -30	24	-1	-4	-9	0	-11	5	2	6	-1
COc1ccc(-n2nnnc2-c2cccnc2)cc1
 : 11	6	0	-8	-19	15	2	-2	15	-3	2
Cc1cc(NC(=O)CSc2nc3c(C)cccc3cc2C)no1
 : 2	-3	-4	-2	-2	5	2	-8	-5	18	18
Nc1nnnn1/N=C/c1ccccc1C(F)(F)F
 : 2	-24	-9	-23	8	-7	-1	-3	14	-18	-5
Cc1ccc(C(=O)NC(=S)Nc2ccc(NC(=O)c3cccs3)cc2)cc1[N+](=O)[O-]
 : 9	9	-10	10	23	26	7	-12	2	4	-2
OCCC1CN(Cc2cccc3c2OCO3)CCN1Cc1ccccc1 (configuration not stated)
 : 2	-15	0	-4	6	8	-2	3	20	-4	2
COc1ccc(Cl)cc1NC(=O)CCCNC(=O)c1ccc(Cl)cc1
 : -7	6	-33	0	-15	14	11	-3	9	-3	3
CC1CCCC(C)N1C(=O)Cn1c(SCC(=O)NCc2ccc3c(c2)OCO3)nc2ccccc21 (configuration not stated)
 : 12	-7	2	-6	0	-3	-7	13	-12	8	-2
O=C(Nc1ccc2c(c1)OCCO2)c1cccnc1Oc1ccc(Cl)cc1
 : -35	9	-2	-8	4	28	-5	5	1	19	13
COc1ccccc1N1CCN(C(=O)C2CCCN(S(=O)(=O)c3ccc(C)cc3)C2)CC1 (configuration not stated)
 : -3	15	8	-17	-2	-2	15	13	19	-7	-3
COc1ccc(NC(=O)CCN2C(=O)c3ccccc3C2=O)c(OC)c1
 : -5	-3	36	-10	-3	-18	-13	-107	0	14	2
CCn1c(SCC(=O)Nc2cccc(NC(C)=O)c2)nc2c([nH]c3ccccc32)c1=O
 : 9	6	-6	2	-26	-1	-11	16	-30	9	17
Fc1ccccc1NC(=S)N1CCN(Cc2ccc3c(c2)OCO3)CC1
 : -24	2	6	-10	-8	-7	3	8	-23	11	-16
COc1cccc(N/C(N)=N/c2nc(C(F)(F)F)cc(=O)[nH]2)c1
 : 0	5	-9	1	19	11	-1	22	-3	-17	-24
CC(=O)N1CCC(N(CCCOC(C)C)C(=O)Nc2ccc(Cl)cc2)CC1
 : 0	-15	-5	-6	-15	7	0	0	-4	5	-15
Cc1ccc(C)c(OCC(=O)N2CCN(C(=O)c3ccco3)CC2)c1
 : 0	1	9	-10	1	-3	-4	-2	19	12	-1
O=C(c1ccc(S(=O)(=O)NCc2ccco2)cc1)N1CCCC1
 : -11	15	0	-6	1	1	9	-12	-1	8	-3
CCNc1nc(C(=O)O)nc(N2CCOCC2)n1
 : 3	-16	-9	4	13	-23	3	-2	-1	10	-11
CC(=O)c1cccc(NC(=O)CN(c2ccccc2)S(C)(=O)=O)c1
 : 2	-21	-5	-3	15	0	6	3	-5	-4	10
CCCCC1(C)Nc2ccccc2-c2nc3ccccc3n21 (configuration not stated)
 : -43	-30	-14	1	-70	4	5	-19	-36	-121	-1
O=C(Nc1nc(-c2ccc(-c3ccccc3)cc2)cs1)c1cnccn1
 : -10	-8	7	-3	-11	-4	2	-12	-13	-29	-28
COc1ccc(C2C(C(=O)c3ccc(C)o3)=C(O)C(=O)N2Cc2ccco2)cc1OC (configuration not stated)
 : 14	0	-4	-8	-4	-3	2	5	11	14	-11
CC(C)(C)N1OC2CC1c1nc3ccccc3n1C2 (configuration not stated)
 : 3	15	-2	-14	4	-24	-4	1	-17	21	4

Part of the list above in order of heavy-atom count, low to high:
Below each compound: NCOA1 inh	NCOA2 inhibitor	EBV LMP1 NFkB	NOD2 RIPK2 PPI	TROY NFkB inh	C8 TRAIL sens	TLR9-MyD88 inh	SRC3 inh	COUP-TFII inh	NR5A2 inv ag	TWEAK-Fn14 inh
CCC(=O)NCCc1nc2ccccc2n1Cc1ccccc1
 : 4	2	-2	-2	-40	0	-6	12	-6	4	-9
COc1ccc(Cl)cc1NC(=O)CCCNC(=O)c1ccc(Cl)cc1
 : -7	6	-33	0	-15	14	11	-3	9	-3	3
O=C(Nc1nc(-c2ccc(-c3ccccc3)cc2)cs1)c1cnccn1
 : -10	-8	7	-3	-11	-4	2	-12	-13	-29	-28
O=C(Nc1ccc2c(c1)OCCO2)c1cccnc1Oc1ccc(Cl)cc1
 : -35	9	-2	-8	4	28	-5	5	1	19	13
CC1(C(=O)N2Cc3ccccc3C2)CCN1C(=O)C1(c2ccc(Cl)cc2)CC1 (configuration not stated)
 : 14	7	.	-2	14	4	.	13	22	20	2
Cc1ccc(C(=O)NC(=S)Nc2ccc(NC(=O)c3cccs3)cc2)cc1[N+](=O)[O-]
 : 9	9	-10	10	23	26	7	-12	2	4	-2
CCn1c(SCC(=O)Nc2cccc(NC(C)=O)c2)nc2c([nH]c3ccccc32)c1=O
 : 9	6	-6	2	-26	-1	-11	16	-30	9	17
COc1ccccc1N1CCN(C(=O)C2CCCN(S(=O)(=O)c3ccc(C)cc3)C2)CC1 (configuration not stated)
 : -3	15	8	-17	-2	-2	15	13	19	-7	-3
CC1CCCC(C)N1C(=O)Cn1c(SCC(=O)NCc2ccc3c(c2)OCO3)nc2ccccc21 (configuration not stated)
 : 12	-7	2	-6	0	-3	-7	13	-12	8	-2

(more compounds)
Below each compound: NCOA1 inh	NCOA2 inhibitor	EBV LMP1 NFkB	NOD2 RIPK2 PPI	TROY NFkB inh	C8 TRAIL sens	TLR9-MyD88 inh	SRC3 inh	COUP-TFII inh	NR5A2 inv ag	TWEAK-Fn14 inh
CN(C)c1nc(N)c([N+](=O)[O-])c(NCCO)n1
 : -4	-17	4	-6	16	1	1	-16	-5	3	8
NC(=O)NC(CC(=O)NCCc1ccc(S(N)(=O)=O)cc1)c1ccccc1Cl (configuration not stated)
 : 8	9	-2	-8	-14	-3	-4	17	9	-2	4
O=C(N/N=C/c1ccc2c(c1)OCO2)c1cc(-c2ccc(F)cc2)nc2ccccc12
 : -7	-19	13	12	13	-10	1	-4	3	4	6
Cc1cc2occ(CC(=O)NC3(C)CCS(=O)(=O)C3)c2cc1C (configuration not stated)
 : -5	-5	1	2	3	-2	3	4	-10	-12	0
CN(C)N=Nc1nc2c(c(=O)n(C)c(=O)n2C)n1CC1CO1 (configuration not stated)
 : -16	3	.	3	-4	1	.	-2	-19	2	-4
COc1ccc(OC)c(Nc2cc3ccccc3c(=O)[nH]2)c1
 : -3	-4	1	-14	-8	5	0	-13	18	15	7
CCN(CC)C(=O)Oc1ccc2cc(Br)ccc2c1
 : -81	-33	-3	-2	-17	-3	1	-26	-12	-34	-21
CC(=O)c1ccc(N2C(=O)[C@@H]3[C@H](C2=O)[C@H]2c4ccccc4C=NN2[C@@H]3C(C)=O)cc1
 : 5	-6	-10	-9	4	8	3	-6	-18	8	-8
CN(C)CCn1c2c(c(SCC(=O)Nc3cccc(C(F)(F)F)c3)nc1=O)CCCC2
 : 5	12	1	17	-12	4	-7	-9	-17	14	8
COc1ccc(C)cc1NC(=O)c1nn(C)cc1Br
 : -3	-15	1	4	-8	-20	1	18	14	22	-27
COCCN(C(=O)CNC(=O)c1cccs1)C(C(=O)NC1CCCCC1)c1ccco1 (configuration not stated)
 : 10	-1	-5	8	-6	7	4	27	1	6	-11
Nn1c(Cc2cccc3ccccc23)nnc1SCC(=O)NCC1CCCO1 (configuration not stated)
 : -5	-63	8	-3	-12	-2	3	-5	1	7	13
CCOC(=O)N1CCN(C(=O)C(=O)NN)CC1
 : -3	19	-2	-2	-9	0	-5	16	1	-7	-10
O=S(=O)(c1ccc(Cl)cc1)N1CN(CC2CCCO2)c2nc3ccccc3nc21 (configuration not stated)
 : 10	6	-21	-4	-18	-21	-1	-8	-9	10	9
COc1ccc(OCC(=O)OCC(=O)NC2CC2)cc1
 : 0	-7	2	2	-13	-4	-8	10	-27	2	3
Cc1nnc2ccc(-c3cccc(NS(=O)(=O)c4cc(F)ccc4F)c3)nn12
 : -3	-30	16	-11	-13	12	3	-9	-78	16	-8
CCC(=O)Nc1nnc(S(=O)(=O)N(CC)c2cc(C)cc(C)c2)s1
 : -11	-8	-1	1	0	4	-3	-41	-18	7	11
O=C(Cc1ccccc1)Nc1ncnc2c1C(c1ccccc1)c1c(ccc3ccccc13)O2 (configuration not stated)
 : -24	6	13	1	39	41	0	-4	14	8	51*
O=C(NCC(=O)N1CCN(c2ncccn2)CC1)c1ccccc1OC(F)F
 : 3	-4	0	-4	-9	2	-8	-11	7	-34	-5
CCC(=O)N1CCc2cc(S(=O)(=O)NCCC(=O)Nc3ccccc3C)ccc21
 : -20	-12	-1	-8	8	7	6	-2	14	10	0
Cc1noc(-c2ccc(C(F)(F)F)cc2)c1NC(=O)Nc1ccc(Cl)cc1
 : 0	0	.	-6	36	27	.	23	25	6	33
CC1CN(c2c3c(nc4ncnn24)CCCC3)CC(C)O1 (configuration not stated)
 : 2	-12	0	-6	7	15	7	17	-11	15	-14
CCCCc1ccc(NC(=S)N2CCN(c3ncccn3)CC2)cc1
 : -14	-52	-10	2	-9	2	9	4	-5	4	6
CCOC(=O)c1[nH]cnc1C(=O)Nc1ccc([N+](=O)[O-])cc1
 : -11	9	6	-11	-7	-22	2	-1	-12	12	8

High-throughput results (PubChem BioAssay)
